phage Ecoli inh = growth loss of phage-infected E. coli, primary screen, RecBCD inhibitor project, absorbance, with phage, HTS | AID 651602, 2012 | inhibition, % at 11.9 µM | actives 0.26% (n = 360,000); in the data active = inhibition above about 11%
PfHsp90 set2 = growth inhibition of PfHsp90-expressing yeast, primary screen, antimalarial PfHsp90 inhibitor project, S. cerevisiae, BacTiter-Glo luminescence, single point, set 2; BacTiter-Glo ATP, 48 h; yeast lacking PDR1 and PDR3 efflux regulators; inhibition, % at 9.4 µM; actives 0.32% (n = 310,000);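 active = every replicate shows inhibition above about 80%, whatever the replicate mean, limit read from the data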;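 also: 0% = DMSO neutral controls and 100% = 20 µM radicicol positive controls; yeast relying on Plasmodium falciparum Hsp90 in place of its own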
SUMO Mot1 rescue = yeast Mot1-301 growth rescue at high temperature, primary screen, SUMOylation pathway inhibitor project, S. cerevisiae, ATP luminescence, 38.5C. S. cerevisiae Mot1-301 growth rescue; percent above DMSO median, 100 means doubled. growth rescue, % at 18.8 µM. actives 1% (n = 320,000);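 active = every valid replicate shows activation above 250% relative to neutral control wells; inactive = the rest, any valid replicate at or below 250%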;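 also: OY570 slx delta 5 strain wells were the positive control but not used for scaling; some compounds called inactive have numbers as strong as hits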
Tat export inh = E. coli Tat export inhibitors, primary screen, MC4100, TorA-mCherry reporter, fluorescence, single point; inhibition, % at 10 µM; actives 0.036% (n = 340,000);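 active = mean replicate inhibition at least 50% and at least half of replicates individually reaching 50%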;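 also: exported cargo escapes ClpAP degradation while cytoplasmic cargo is degraded and loses fluorescence; 0% = median of neutral control wells and 100% = median of NaSCN control wells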
OPRM1-OPRD1 inv = inverse agonists of MOR-DOR heterodimerization, primary screen, cell-based, luminescence. actives 0.21% (n = 340,000). inhibition, % at 9.3 µM. cell-based MOR-DOR heterodimer luminescence, inverse agonism. Mu-type opioid receptor (Homo sapiens) + Delta-type opioid receptor (Homo sapiens), …; in the data active = inhibition above about 22%, passing the limit was not always enough;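 also: 0% = cells with DMSO and 100% = wells without cells with DMSO; values of inactives mirror those of a sister screen read the other way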
Target sequence (P35372 whole entry, looked up): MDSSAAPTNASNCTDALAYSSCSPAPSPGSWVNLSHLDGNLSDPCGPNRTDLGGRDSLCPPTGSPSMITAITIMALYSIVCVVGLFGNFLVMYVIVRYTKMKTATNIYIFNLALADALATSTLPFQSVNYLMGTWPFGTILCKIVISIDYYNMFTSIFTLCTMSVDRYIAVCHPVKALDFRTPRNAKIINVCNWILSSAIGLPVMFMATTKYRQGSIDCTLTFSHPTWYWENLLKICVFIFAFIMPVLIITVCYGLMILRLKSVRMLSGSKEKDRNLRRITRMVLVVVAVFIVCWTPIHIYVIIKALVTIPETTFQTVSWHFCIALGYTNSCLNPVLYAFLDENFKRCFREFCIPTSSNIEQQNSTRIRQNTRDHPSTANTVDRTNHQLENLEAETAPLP
Target sequence (P41143 whole entry, looked up): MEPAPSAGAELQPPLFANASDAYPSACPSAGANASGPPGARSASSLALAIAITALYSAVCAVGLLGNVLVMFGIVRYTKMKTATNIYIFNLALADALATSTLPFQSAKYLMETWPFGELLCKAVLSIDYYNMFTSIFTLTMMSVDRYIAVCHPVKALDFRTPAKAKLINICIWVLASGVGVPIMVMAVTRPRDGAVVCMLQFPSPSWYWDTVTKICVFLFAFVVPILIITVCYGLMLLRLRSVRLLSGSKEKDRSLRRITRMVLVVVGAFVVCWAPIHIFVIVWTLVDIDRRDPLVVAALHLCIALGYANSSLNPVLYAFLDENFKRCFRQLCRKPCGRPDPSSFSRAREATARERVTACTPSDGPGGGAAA
Pemphigus Ab inh = inhibitors of pemphigus antibody binding to DSG3, primary screen, biochemical, bead-based, flow cytometry, scFv-GFP; Desmoglein-3 (Homo sapiens), P32926; DSG3-coupled beads, scFv-anti-DSG3-GFP binding; active compounds read low; binding (percent of control), % at 10 µM; actives 0.48% (n = 310,000);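 active = binding more than 3 SD below its plate's average and above zero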;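 also: hits lower antibody fragment binding to DSG3; some compounds called inactive have numbers as strong as hits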
Ecoli viability = E. coli V3065 growth inhibition, primary screen, counter-screen for AddAB inhibitor project, absorbance, OD600; 18 h; inhibition, % at 11.9 µM; actives 0.27% (n = 330,000);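 active = inhibition above the campaign's mean inhibition across all tested compounds plus 3 SD, cut at about 9.9% in these data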;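 also: uninfected addAB+ strain grown without phage in ampicillin broth; 0% = DMSO wells and 100% = ciprofloxacin 0.95 µg/ml wells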
AddAB inh = growth inhibition of E. coli expressing H. pylori AddAB, primary screen, AddAB inhibitor project, absorbance. inhibition, % at 11.9 µM. actives 0.29% (n = 330,000); in the data active = inhibition above about 12%;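 also: 0% = vehicle wells of infected cells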
PKA-R1A activ = activators of PKA-R1A holoenzyme, primary screen, biochemical, fluorescence polarization, Cy5-IP20, bovine R1A, mouse PKAc; activation, % at 11.4 µM; PKA-R1A dissociation; scaled: DMSO 0%, 113 µM cGMP 100%; cAMP-dependent protein kinase type I-alpha regulatory subunit (Bos taurus) + …; actives 0.083% (n = 340,000);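 active = percent activation above the mean of all tested compounds plus 3 SD, cut at about 19% in these data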;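 also: higher means more PKAc released from R1A so a rise in polarization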
MOR-DOR ag = agonists of OPRM1-OPRD1 heterodimerization, primary screen, cell-based, luminescence; Mu-type opioid receptor (Homo sapiens) + Delta-type opioid receptor (Homo sapiens), …; actives 0.3% (n = 340,000); activation, % at 9.3 µM; cells; in the data active = activation above about 18%;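 also: 0% = vehicle-treated cells and 100% = reference agonist; values of inactives mirror those of a sister screen read the other way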
Arrestin-AP2 inh = inhibitors of beta-arrestin/AP2 binding, primary screen, biochemical, GPCR trafficking, flow cytometry; beta-arrestin 1 C-terminal peptide binding to AP2 beta2-adaptin appendage (human); FITC-arrestin peptide / GST-AP2 beads; AP2 beta2 appendage carries R879A mutation; inhibition, % at 10 µM; actives 0.31% (n = 340,000);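 active = inhibition above a set limit, near 3 SD of compounds lacking own fluorescence, cut at about 54% in these data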;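 also: plate controls were DMSO wells for no effect and 5 µM unlabelled arrestin peptide for full effect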
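Assay system: GST-AP2 R879A bound to glutathione beads, E. coli-expressed; Medium: PBS with 0.05% Tween 20 and 0.1% BSA; Also added: fluorescein-tagged arrestin peptide at 50 nM final; Timing: 12 min plus 1 h, RT; Measured by: flow cytometry, FL1 (488/535 nm); Evaluation: percent drop in bead-associated FITC signal.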
An asterisk follows results filed as active; i = inactive; . = no result given; & = joins results of further samples. Random draw from the library. About 2.8% of those tested had a hit in this group.

SMILES	phage Ecoli inh	PfHsp90 set2	SUMO Mot1 rescue	Tat export inh	OPRM1-OPRD1 inv	Pemphigus Ab inh	Ecoli viability	AddAB inh	PKA-R1A activ	MOR-DOR ag	Arrestin-AP2 inh
Cc1ccc(S(=O)(=O)Nc2ccc(N3CCCCC3)cc2)cc1	3.5	3	27	0	-20	128	-1.3	2.4	2	3.9	4
COc1ccc2c(Cl)c(C(=O)NN)sc2c1	-0.5	1	53	-8	-5	99	1.4	1.1	10	0.9	2
O=C(Oc1ccc(C(=S)N2CCC(O)CC2)cc1)c1ccc(Cl)cc1	3.9	18	9	0	4	91	-1.7	-1.0	0	-0.7	-13
CO[C@H]1O[C@H](CBr)[C@@H](OC(=O)c2ccccc2)[C@H](O)[C@H]1O	3.7	14	-9	-6	12	106	0.5	2.7	8	-2.4	36
COc1cc(NC(=O)c2ccc3c(c2)OCCO3)ccc1NC(=O)c1ccccc1Cl	-0.5	1	138	6	11	98	1.0	1.4	2	-2.0	-10
COc1ccc(/C=N/N(C(C)=O)c2nc(-c3ccc(C)cc3)cs2)cc1	3.5	.	3	2	9	101	-0.4	-1.1	-8	-1.6	0
Fc1ccc(SCCc2ccccn2)cc1	-2.3&2.9	5&-18	146&-16	7&-3	5	110&104	0.5&0.8	0.0&0.8	7	-0.9	5&8
Cn1c(SCC(=O)c2ccc(O)c(O)c2)nnc1-c1cccs1	-1.2	-8	8	1	9	135	-1.5	-1.4	-10	-1.7	-15
CCCCNC(=O)[C@H]1C[C@H]1[C@@H](O)[C@H](CO)NC(=O)[C@H](CC(C)C)NC(=O)OC(C)(C)C	.	.	260	10	6	105	1.0	2.8	1	-1.0	-6
CC(=O)Nc1nc2n(n1)C(c1ccccc1)C=C(c1ccccc1)N2 (centres undefined)	.	10	-2	-1	17	110	-1.7	-0.1	10	-3.1	7
O=C(N/N=C/c1ccco1)c1cc(-c2cccc3ccccc23)n[nH]1	1.3	-5	-5	-6	1	.	0.6	-0.2	-5	-0.2	22
CCOC(=O)C1C(=O)NC(N2CCOCC2)=NC1C(C)C (centres undefined)	3.4	.	-16	4	-4	99	-1.2	0.0	-6	0.7	5
Nc1nonc1-n1nnc(C(=O)N/N=C/c2c[nH]c3ccccc23)c1-c1ccccc1	3.1	8	-9	0	11	107	0.0	0.3	0	-2.0	1
O=C(NCCC1CCCCN1S(=O)(=O)c1cccs1)C(=O)Nc1ccc(F)cc1F (centres undefined)	0.2	-7	0	5	-2	101	1.7	0.7	-18	0.3	1
Cc1ccc(NC(=O)c2c(Cl)nc3ccccn23)cc1	2.4	1	3	-8	8	134	-0.5	0.7	-7	-1.8	.
C=CCN1C(=O)/C(=C/c2ccc(OCC(=O)O)cc2)S/C1=N/c1nccs1	2.8	-13	13	-4	12	99	0.7	5.8	0	-2.2	-1
Cc1csc(=O)n1CC(=O)OCC(=O)Nc1cc(Cl)ccc1[N+](=O)[O-]	2.0	-20	32	-4	4	105	-1.2	2.7	6	-1.2	18
CCOc1cc(C(=O)O)cc(Cl)c1OC	2.2	-9	i	-6	6	100	1.6	2.9	-8	-1.3	8
CC(=Nc1ccccc1C)C1=C(O)CSC1=O	-0.6	-15	-8	1	5	105	-1.1	-0.9	-5	-0.8	6
CCOc1ccccc1C(=O)Nc1nccs1	2.1	-21	-6	1	13	.	-2.0	1.4	-8	-3.0	22
CN1CCN(Cc2cn[nH]c2-c2ccc(F)cc2F)[C@@H](c2ccccc2)C1	5.2	-8	-5	8	7	86	-0.2	1.4	-12	-1.5	17
CC(C)CCNC(=O)c1cccc(C(=O)NCCC(C)C)c1	4.6	4	305	-7	13	103	0.9	0.6	-1	-2.3	-9
COc1cc(-c2nnc(CSc3nnc(Nc4ccc(C(C)C)cc4)s3)o2)cc(OC)c1OC	1.8	15	17	13	-5	90	-1.9	0.3	0	0.8	-8
CS/C(=C\C(=O)c1ccco1)Nc1ccccc1Cl	2.2	6	-3	-6	4	113	-0.5	0.6	0	-0.7	2
Cc1cc(C)c(S(=O)(=O)NCc2cccnc2)cc1C	1.3	4	-24	1	8	118	0.8	-1.3	7	-1.6	28
CC(C)C(C)NC(=O)CN1C(=O)NC2(CCc3ccccc3C2)C1=O (centres undefined)	3.1	-10	3	-9	8	103	-2.8	-0.2	-1	-1.5	40
CCn1c(=O)cc(OCC(=O)N2CCN(c3ccc(F)cc3)CC2)c2ccccc21	4.4	-21	-7	-3	16	104	-1.7	0.8	-7	-3.5	-1
COc1cccc(NC(=O)CSc2nnc3ccc(-c4ccncc4)nn23)c1	2.9	-17	.	2	3	.	.	.	2	-0.4	-6
Cc1ccc(C(=O)N2CCCC(C(=O)c3ccc(Oc4ccccc4)cc3)C2)cn1 (centres undefined)	2.9	-33	-3	-4	3	102	-3.0	-1.0	1	-0.7	-11
C/C(=N\NC(=O)Cn1nc(C)c([N+](=O)[O-])c1C)c1ccc(Cl)s1	0.2	4	-25	-10	21	107	-0.2	1.5	1	-4.0	30
COC(=O)c1ccc(OC(=O)C2CC(=O)N(c3ccc(C)cc3C)C2)cc1 (centres undefined)	2.6	-30	64	7	4	98	-0.7	2.0	11	-0.7	-4
CC(=O)c1ccc2c3c(cc(C)c2c1)CCCC3	-2.4	-17	.	2	-9	123	.	.	-5	1.7	36
O=C(Nc1cccc(F)c1)N1CCC(n2c(=O)[nH]c3ccccc32)CC1	-0.5	31	9	2	.	69	-1.1	-0.5	-9	.	2
CCOc1ccc(/C=N/NC(=O)c2cc3c(OC)cc(OC)cc3[nH]2)cc1OC	0.7	5	-5	2	-8	91	-0.9	1.6	-2	1.5	53
CCN(c1ccccc1)S(=O)(=O)c1ccc(Cl)c(NC(=O)COC(=O)c2ccc[n+]([O-])c2)c1	2.4	21	3	-3	9	100	-3.4	0.3	11	-1.9	-1
COc1cc(/C=N/NS(=O)(=O)c2ccccc2)c(OC)c(OC)c1	2.1	21	-24	-13	15	103	-1.6	1.3	-7	-3.1	-8
CCN(CC)C(=O)CN(c1cccc(OC)c1)S(=O)(=O)c1ccc(C)cc1	-0.7	-9	-13	12	13	.	-1.0	0.1	1	-2.5	28
O=C(COc1ccc2c(c1)OCO2)Nc1ccccc1C(F)(F)F	1.4	11	5	-3	12	86	1.6	-0.8	-9	-2.5	-5
COC(=O)[C@@]12CCCCN1[C@H](c1ccc(-c3ccc(F)cc3)cc1)[C@H]1C(=O)N(C)C(=O)[C@H]12	1.8	2	8	1	1	103	-0.2	-1.7	9	-0.2	5
Cc1cc(C(=O)C(=O)N(C)C)c(C)n1-c1ccc(Cl)c(Cl)c1	4.4	3	253	-5	-7	96	0.3	1.5	-2	1.0	10
CCOC(=O)c1cccnc1SC(CC)C(=O)N1CCOCC1 (centres undefined)	0.0	13	-7	6	-1	99	-3.2	0.8	0	0.1	5
CN1CCN(C(CNS(=O)(=O)c2ccc(Cl)cc2)c2cccnc2)CC1 (centres undefined)	1.6	.	-5	-1	-11	106	0.6	-0.4	-12	1.9	5
CCCCCC(=O)c1c(C)[nH]c(C(=O)OCC)c1C	1.2	-4	51	16	-18	131	-0.2	6.0	-21	3.2	-10
Cc1cccc(N2CC(C(=O)Nc3ccc(S(=O)(=O)N4CCCCC4)cc3)CC2=O)c1C (centres undefined)	-1.2	-2	-12	-6	-4	107	-1.5	3.8	-5	0.7	-2
Cc1ccc(-n2nnc3c(=O)n(CC(N)=O)cnc32)cc1	0.5	-4	-12	18	16	140	-1.3	1.1	5	-3.5	4
CC(NC(=O)CN1CCC(C(N)=O)CC1)c1ccccc1 (centres undefined)	3.2	48	2	17	9	108	-0.4	3.0	-4	-1.6	-10
CCC(C)(C)NC(=O)/C=C/c1cc(OC)c(OC)c(S(=O)(=O)N2CCc3ccccc32)c1	1.1	-12	10	3	-22	75	-1.3	-1.0	-11	4.9	-15
CCOc1cc(-c2noc(CCC(=O)Nc3cccnc3)n2)ccc1OC	0.8	11	-14	-4	7	96	-0.8	2.1	-14	-1.5	3
C[C@@]12C(=O)N(c3cccc(Cl)c3)C(=O)N1[C@H](c1ccc(Cl)cc1)[C@@H]1C(=O)N(C3CCCCC3)C(=O)[C@@H]12	2.5	0	0	-4	-30	88	0.1	2.7	-1	5.5	7
COc1ccc(N2C(=O)CC(Sc3n[nH]c(-c4ccc(C)cc4)n3)C2=O)cc1 (centres undefined)	2.0	-3	257	-7	-6	85	-3.1	3.7	11	1.0	-12

More results
SMILES	phage Ecoli inh	PfHsp90 set2	SUMO Mot1 rescue	Tat export inh	OPRM1-OPRD1 inv	Pemphigus Ab inh	Ecoli viability	AddAB inh	PKA-R1A activ	MOR-DOR ag	Arrestin-AP2 inh
O=C1NC[C@H](Cc2ccccc2)N(CC2CCN(CCc3ccccc3)CC2)C1=O	2.1	-2	.	4	3	100	.	.	-3	-0.7	28
Cc1ccc(NC(=O)CN(C)S(=O)(=O)c2ccc3[nH]c(=O)oc3c2)c(C)c1	0.9	-12	194	-7	4	142	-1.4	2.5	-12	-0.8	1
COC(=O)c1ccccc1NC(=O)CSc1nnnn1C1CCCCC1	3.2	0	0	-2	11	101	1.1	1.3	-1	-2.0	-7
CCn1c(=O)c([N+](=O)[O-])c(Cl)c2ccccc21	.	.	98	-1	35*	111	-0.4	0.8	-4	-7.3	-8
CCn1cc(-c2cc(C(F)(F)F)n3nc(C(=O)O)cc3n2)c(C)n1	0.9	-1	-2	-4	13	90	1.4	0.0	-2	-2.5	9
Cc1nn(-c2ccccn2)c2c1C(c1ccccc1Cl)C1=C(N2)c2ccccc2C1=O (centres undefined)	1.9	6	-11	-4	26*	88	-0.3	0.2	2	-3.8	6
Cc1cc(NC(=O)CSc2nnc(N)s2)c([N+](=O)[O-])cc1C	4.0	-4	-32	1	-4	103	-0.5	1.7	-4	0.7	20
